Bioassay records from PubChem BioAssay.
EP2 mod: EP2 receptor (human) modulation; P43116; EP2-expressing cells, cAMP HTRF FRET, PGE2 co-stimulation; induction, % at 25 µM; 0.83% of 260,000 active; AID 940;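 active = compounds whose cAMP rise, as percent of the full-agonist control response, exceeds 60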;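 also: rat C6 glioma line stably carrying human EP2 under a CMV promoter; the protocol text gives 20 µM as final concentration; 100% = response of wells given 1 µM PGE2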
Target sequence (P43116 whole entry, looked up): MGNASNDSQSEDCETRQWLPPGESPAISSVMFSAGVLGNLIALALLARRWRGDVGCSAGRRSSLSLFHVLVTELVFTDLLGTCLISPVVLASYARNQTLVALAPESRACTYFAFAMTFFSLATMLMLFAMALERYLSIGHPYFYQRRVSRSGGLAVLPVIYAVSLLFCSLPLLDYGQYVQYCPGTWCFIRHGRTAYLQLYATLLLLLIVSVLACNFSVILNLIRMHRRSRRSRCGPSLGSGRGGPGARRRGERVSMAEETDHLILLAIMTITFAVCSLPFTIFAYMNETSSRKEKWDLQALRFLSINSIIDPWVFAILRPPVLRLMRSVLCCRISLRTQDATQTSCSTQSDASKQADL
PGE2 EP2 inh: inhibitors of human EP2 prostaglandin E2 receptor; 0.52% of 260,000 active; P43116; C6 glioma cells expressing human EP2, cAMP TR-FRET; cells stimulated with saturating PGE2; AID 1422; inhibition, % at 25 µM;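 active = percent inhibition above 40 after rounding to a whole number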;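 also: rat C6 glioma host cells with rolipram phosphodiesterase inhibitor present; the protocol text gives 20 µM as final concentration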
The depositor's hits bear a star; & = joins results of further samples. This is a subset; count on the stated rates, not on these rows.

SMILES	EP2 mod	PGE2 EP2 inh
Cc1[nH][nH]c(=O)c1C(c1cc(C)n(-c2oc(C)c(C)c2C#N)c1C)c1c(C)[nH][nH]c1=O	-25	6
CC[C@H]1OC(=O)C[C@@H](O)[C@H](C)[C@@H](O[C@@H]2O[C@H](C)[C@@H](O[C@H]3C[C@@](C)(O)[C@@H](O)[C@H](C)O3)[C@H](N(C)C)[C@H]2O)[C@@H](CC=O)C[C@@H](C)C(=O)/C=C/C(C)=C/[C@@H]1CO[C@@H]1O[C@H](C)[C@@H](O)[C@@H](OC)[C@H]1OC	0	11
O=C(OC(C(=O)NC1CCCCC1)c1cccnc1)C1=Cc2ccccc2OC1 (centres undefined)	-49	6
CCc1ccc2[nH]c(=O)c(C(c3nnnn3C3CCCC3)N3CCC(O)CC3)cc2c1 (centres undefined)	7	10
COCCNC(=S)N(CCCN(C)C)Cc1cc2cc3c(cc2[nH]c1=O)OCO3	5	4
Cc1ccc2c(c1)nnn2C1CCN(CC(=O)Nc2ccc(Br)cc2)CC1	-94	11
COc1ccc2nc(SCC(=O)NCc3ccccc3)c(C#N)cc2c1	-15	16
CCC(=O)OCN1C(=O)C=CC1=O	-33	82*
COC(=O)C1=C(C)NC2=C(C(=O)CC(c3ccc(OC)c(OC)c3)C2)C1c1ccc(C)o1 (centres undefined)	-29	16
N#Cc1cn(CC(=O)Nc2ccccc2C(F)(F)F)c2ccccc12	-18	13
Cc1cc(C)c(S(=O)(=O)N2CCC(C(=O)NCc3ccc4c(c3)OCO4)CC2)c(C)c1	-58	4
O=C(Nc1cccc(O)c1)C1CC(c2ccc(Cl)cc2)=NO1 (centres undefined)	-68	6
Cc1ccc2[nH]c(=O)c(C(c3nnnn3C(C)(C)C)N(Cc3ccccc3)Cc3cccs3)cc2c1 (centres undefined)	15	4
Cc1n[nH]c(C)c1CNC(=O)CN1C(=O)COc2ccc(C(C)(C)C)cc21	-12	0
O=C(N1CCCC1c1nc(-c2ccncc2)n[nH]1)C1(c2ccc(Cl)cc2)CCC1 (centres undefined)	-93	6
O=S(=O)(c1ccccc1)N1CCN(S(=O)(=O)c2ccccc2)c2ccccc21	24	39
CC(=O)c1ccc(N2CCN(CC(=O)Nc3ccccc3Br)CC2)cc1	-15	18
COCCn1nnnc1C(c1cc2cc(C)cc(C)c2[nH]c1=O)N1CCCC(C)C1 (centres undefined)	-22	17
COc1ccc2oc(-c3ccc(C)c(N)c3)nc2c1	-85	14
CCNC(=O)C1CCN(C(=O)c2ccccc2Cl)CC1	12	8

For convenience, some entries already given.
SMILES	EP2 mod	PGE2 EP2 inh
COc1ccc2oc(-c3ccc(C)c(N)c3)nc2c1	-85	14
CCNC(=O)C1CCN(C(=O)c2ccccc2Cl)CC1	12	8

The listing picks up, repeating the 2 entries before the break.
SMILES	EP2 mod	PGE2 EP2 inh
COc1ccc2oc(-c3ccc(C)c(N)c3)nc2c1	-85	14
CCNC(=O)C1CCN(C(=O)c2ccccc2Cl)CC1	12	8
Cc1ccc(-n2c(SCC(=O)Nc3cccc4ccccc34)nnc2-c2ccncc2)cc1	-14	7
O=C(c1cccs1)N1CCC[C@H]1[C@H](O)c1nc2ccccc2s1	-51	7
O=C(Nc1ccccc1C(F)(F)F)N1CCC(c2nc3ccc(Cl)cc3[nH]2)CC1	-17	5
Cc1cccc2c1N(C(=O)C(C)C)C(C)(C)c1ssc(=S)c1-2	49	5
CC(=O)c1c(O)cc(O)cc1O	-23	12
CCn1nnc(NC(=O)COc2ccc(C)cc2C)n1	-16	9
C=CCn1c(N2CCC(C(=O)NCc3ccc(OC)cc3OC)CC2)nc2ccccc21	-53	2
Cc1nc2cc(-c3cccs3)nn2c(NCCCN)c1C	-45	12
Cc1ccc(-c2nnn(CC(=O)NCC3CC3)n2)cc1	-8	11
CCn1c(SCC(=O)Nc2ccc(N(C)C)cc2)nc2ccccc2c1=O	-9	9
COCCN(C(=O)C1CC1)c1nc(-c2ccc(OC)cc2)cs1	51	8
CCC(=O)N1c2ccccc2-c2c(ssc2=S)C1(C)C	35	9
CC(CC(=O)O)(CC(=O)O)c1ccccc1	24	6
NCCNC(=O)c1ccc(Cl)cc1	13	11
CC(=O)CSCc1ccccn1	20	15
N=c1c(C(=O)NCCc2ccccc2)cc2c(=O)n3ccccc3nc2n1Cc1cccnc1	-49	6
Cc1cc(C)c(S(=O)(=O)N(Cc2cc3ccc(C)c(C)c3[nH]c2=O)CC2CCCO2)c(C)c1 (centres undefined)	26	7
O=C(O)C(Cl)(c1ccccc1)c1ccccc1	11	7
CCc1ccc2[nH]c(=O)c(CN(Cc3cccnc3)S(=O)(=O)c3ccc4c(c3)OCCO4)cc2c1	-76	21
CCC(CN1CCOCC1)NC(=O)Cc1cc(C(C)=O)ccc1OC (centres undefined)	-26	8
CC[C@H](Cn1nnn(-c2ccccc2)c1=O)NC(=O)Cn1nc(C)c2ccccc2c1=O	-39	10
CCN(CC)CCN(Cc1cc2cc(OC)ccc2[nH]c1=O)C(=O)Nc1ccccc1F	-41	11
O=C(COc1ccc(S(=O)(=O)N2CCCC2)cc1)Nc1ccccc1	-27	5
Cc1cc(Cl)ccc1NC(=O)CN1C(=O)c2ccccc2S1(=O)=O	-37	13
Cc1nc(SCC(=O)NC2CCCC2)[nH]c(=O)c1C	3	7
Cc1sc(NC(=O)COc2ccc3ccccc3c2)c(C(N)=O)c1C	-19	35
CC(C)c1cc(C(=O)NCc2noc(-c3ccccc3)n2)n(C)n1	-49	8
COc1ccc(S(=O)(=O)N2CCC(C(=O)NCCO)CC2)cc1C	-4	9
Cc1ccc(C)c2c(=O)c(C(=O)O)c[nH]c12	0	9
Cc1nc2cc(NC(=O)Nc3ccc(F)cc3)ccc2o1	-89	5
O=C(O)c1ccc2c(c1)C1C=CCC1C(c1ccccc1C(F)(F)F)N2 (centres undefined)	-24	12
CN(C)c1ccc(CNc2nc3ccccc3n2C)cc1	-18	4
CCNC(=S)N(Cc1ccccc1)Cc1cc2cc3c(cc2[nH]c1=O)OCO3	-17	6
CCc1cc2cc3c(cc2nc1SCC(=O)Nc1ccc(OC)cc1)OCCO3	28	21
O=C1Cc2c([nH]c3ccc(Br)cc23)-c2ccccc2N1	-18	15
CCN1CCN(C(c2cc3cccc(C)c3[nH]c2=O)c2nnnn2C(C)(C)C)CC1 (centres undefined)	-50	14
CCC(CC)NC(=O)c1c(-c2ccccc2)noc1C	-15	8
COC(=O)CN1C(=O)NC2NC(=O)NC21 (centres undefined)	5	10
NC(=O)C1CCN(C(=O)CSc2nc(-c3cccs3)cc(C(F)(F)F)n2)CC1	-7	23
C=CCc1cccc2cc(C(=O)NCc3ccc(OC)cc3)c(=O)oc12	-30	19
Cn1ccc2cc(NS(=O)(=O)c3ccc4c(c3)oc(=O)n4C)ccc21	-72	4
CCCN1CCC(CNC(=O)c2cc(C3CCCCC3)no2)CC1	-35	11
COCCNC(=O)Cn1nnc(-c2ccccc2)n1	1	11
COc1cccc(C(=O)NCCNC(=O)c2ccco2)c1	7	8
COc1ccc2c(c1)C(O)CC1(CCN(CC(O)c3ccc(F)cc3)CC1)O2 (centres undefined)	-32	3
CC(=O)Nc1c(I)cc(I)c(C(=O)O)c1I	2	8
Cc1ccc(-c2ccc(NC(=O)c3cccs3)cc2)o1	-71	11
COc1cccc(C2(NC(=O)Cc3nc4nc(C)cc(=O)n4[nH]3)CCCC2)c1	-10	5
CCn1c(COc2ccc(Br)cc2)nnc1SCC(=O)Nc1ccc(OC)cc1	16	10
CCn1c2ccc(F)cc2c2n[nH]c(=S)nc21	-22	14
COc1cc2c(cc1OC)C(c1ccccc1F)N(Cc1ccncc1C)CC2 (centres undefined)	23	10
CCOc1ccc2nc(NCCNC(=O)c3ccc(Br)cc3)c(C#N)cc2c1	-83	19
COc1ccc(CCNS(=O)(=O)c2ccc(C(=O)Nc3nccs3)cc2)cc1OC	-48	10
CN(C)CCN(Cc1cccnc1)Cc1cncn1Cc1ccccc1	-25	2
COc1cccc(NC(=O)CSc2nc(N)c(-c3ccccc3)c(=O)[nH]2)c1	3	4
Cc1cc(C)cc(NC(=S)N2CCC(NC(=O)C3CC3)CC2)c1	-26	11
CCOc1ccc(NC(=S)Nc2ccc3c(c2)oc2ccccc23)cc1	-110	22
C=CCNC(=O)c1c(NC(=O)COc2ccc(C)cc2)sc2c1CCCC2	20	14
O=C(CSc1nc(C2CC2)nc2ccccc12)N1CCCCC1	-1	12
O=C(Cc1ccccc1)NNC(=O)c1c(O)c2ccccc2[nH]c1=O	-20	3
(further entries)
SMILES	EP2 mod	PGE2 EP2 inh
CC/C(=C(\c1ccccc1)c1ccc(OCCN(C)C)cc1)c1ccccc1	42&27	9&13
O=C(CN1C(=O)N2CCN=C2c2ccccc21)N1CCCc2ccccc21	-66	8
CCc1cc2ccc(OC)cc2nc1SCC(=O)Nc1c(C)cccc1C	64*	21
O=C(NC1CCCCC1)C1C2C=CC3(O2)C1C(=O)N(Cc1ccccc1)C3C(=O)NC1CCCCC1 (centres undefined)	19	8
CCn1c(COc2cccc(C)c2)nnc1SCC(=O)Nc1ccc(Br)cc1	-25	7
Cc1cccc(NC(=O)CSc2nc3ccc(C)cc3cc2C#N)c1	34	32
CCOc1ccc(C(=O)N(CCO)Cc2cc3cc(C)ccc3[nH]c2=O)cc1	-20	0
Cc1ccc2cc(C)c3nnc(SCC(=O)N4CCCc5ccccc54)n3c2c1	-23	7
Cc1ccc2cc(C#N)c(N3CCCN(C(=O)C4CCCCC4)CC3)nc2c1	-37	28
CC(C)[C@H](Cn1nnc2ccccc21)NC(=O)c1cccnc1	15	6
COc1c(O)cc2oc3cc(O)c(CC=C(C)C)c(O)c3c(=O)c2c1CC=C(C)C	51&40	16&12
Cc1nnc(NC(=O)CSc2ncnc3c2cnn3-c2ccccc2)s1	-35	10
O=C(/C=C\c1ccco1)NCC1COc2ccccc2O1 (centres undefined)	-155	6
CCc1ccc(N(CC(=O)NC2CCCCC2)C(=O)CNC(=O)c2ccco2)cc1	-24	6
CCOc1ccc(C(=O)Nc2sc3c(c2C#N)CCCC3)cc1Cl	-6	16
COc1ccc(NC(=O)CSc2ncnc3sc4c(c23)CCC(C)C4)c(OC)c1 (centres undefined)	8	15
CC[n+]1c(/C=C/c2ccc3c(c2)c2ccccc2n3C)sc2ccc(OC)cc21	-58	16
COc1ccccc1N(C(=O)c1ccco1)C(C(=O)NC1CCCC1)c1ccccc1F (centres undefined)	31	13
COc1ccc2[nH]c(=O)c(-c3noc(-c4ccncc4)n3)cc2c1	-50	3
CCOc1ccccc1NC(=O)CSc1nnc(-c2ccncc2)n1Cc1ccccc1	24	11
CCOc1ccc2nc(SCC(=O)Nc3ccccc3F)c(C#N)cc2c1	10	15
Cc1ccc(OCc2nnc(SCC(=O)N3CCCCC3C)n2C)cc1 (centres undefined)	0	14
CC(O)CNc1nc2c(c(=O)n(Cc3cccc(Cl)c3)c(=O)n2C)n1C (centres undefined)	-25	1
CC(C)C(=O)N1CCC(n2nc(-c3cccs3)oc2=O)CC1	7	10
COc1cc(OC)c(C2C(C#N)=C(N)Oc3cc(C)oc(=O)c32)cc1OC (centres undefined)	-9	10
COc1ccc(NC(=O)c2coc(C)c2)cc1	-44	8
Cc1cc(C)c2[nH]c(=O)c(CN(CC3CCCO3)S(=O)(=O)c3ccccc3C(F)(F)F)cc2c1 (centres undefined)	-6	10
Cc1ccc(C)c2[nH]c(=O)c(CN(CCc3ccccc3)Cc3nnnn3C3CCCC3)cc12	16	10
CC1CCN(S(=O)(=O)c2cccc(N)c2)CC1	-34	10
COc1ccccc1CNn1cnnc1	7	5
Cc1ccc(Nc2nnns2)c(C)c1	6	13
COc1cc2[nH]c(=O)c(C(=O)NCCCN3CCN(C)CC3)c(O)c2cc1OC	6	10
CCCOC(=O)C(C)n1cnc2sc(C(=O)Nc3ccccc3)c(C)c2c1=O (centres undefined)	-66	6
CCOc1cc(CN2CCN(Cc3ccc(C)cc3)CC2)ccc1OC	-11	7
CCNC(=S)N(Cc1ccc(OC)cc1)Cc1cc2cc3c(cc2[nH]c1=O)OCO3	-1	12
COc1ccc(CN(Cc2cc3cc(C)ccc3[nH]c2=O)C(=O)NC2CCCCC2)cc1	4	9
COCCCNC(=O)c1cc2c(n(-c3ccccc3)c1=O)CCCC2=O	13	9
CN(C)C(CNS(=O)(=O)c1ccc2c(c1)CCC(=O)N2)c1ccc2c(c1)OCO2 (centres undefined)	-34	9
COc1cc(C(c2nnnn2C2CCCC2)N2CCN(c3ccc(F)cc3)CC2)cc(OC)c1OC (centres undefined)	-6	11
CCCn1cnc2scc(-c3ccccc3)c2c1=O	-14	11
CN(C)S(=O)(=O)N1CCC[C@@H](Cn2nc(-c3cccs3)ccc2=O)C1	-22	3
COc1ccccc1C(c1nnnn1C1CCCCC1)N1CCN(C(=O)c2ccco2)CC1 (centres undefined)	-40	4
Cc1nc2c(NC(=O)COc3ncnc4ccccc34)cccc2[nH]1	5	9

Seven of the compounds above, bar-delimited:
SMILES | EP2 mod | PGE2 EP2 inh
COc1cccc(C(=O)NCCNC(=O)c2ccco2)c1 | 7 | 8
CCCn1cnc2scc(-c3ccccc3)c2c1=O | -14 | 11
Cc1ccc2[nH]c(=O)c(C(c3nnnn3C(C)(C)C)N(Cc3ccccc3)Cc3cccs3)cc2c1 (centres undefined) | 15 | 4
Cn1ccc2cc(NS(=O)(=O)c3ccc4c(c3)oc(=O)n4C)ccc21 | -72 | 4
COCCCNC(=O)c1cc2c(n(-c3ccccc3)c1=O)CCCC2=O | 13 | 9
Cc1cc(C)c(S(=O)(=O)N(Cc2cc3ccc(C)c(C)c3[nH]c2=O)CC2CCCO2)c(C)c1 (centres undefined) | 26 | 7
Cc1cccc(NC(=O)CSc2nc3ccc(C)cc3cc2C#N)c1 | 34 | 32
